Screens: PubChem BioAssay, several laboratories
Pf gametocyte = late stage P. falciparum gametocyte viability inhibitors, primary screen, ATP luminescence, HTS. P. falciparum stage V gametocytes, 24 h. inhibition, % at 10.9 µM. AID 743093, 2013. 150,000 compounds, 0.065% hits;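 active = inhibition above the mean plus 3 SD of compounds within the control limits, set per campaign, cut at about 38% in these data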;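 note: 0% = DMSO wells and 100% = medium only without gametocytes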
Avidin fluor = green autofluorescence of compounds with avidin beads – biophysical, 488/530 nm, flow cytometry, artefact control, profiling panel; compound fluorescence 488/530 nm; stronger effect = higher value; fluorescence (KMESF) at 10 µM; 220,000 compounds, 0.38% hits; in the data active = fluorescence above about 47; note: inactives centre near 10
* marks the source's active call; other numbers are inactive results. An excerpt; rates above refer to the full screens.

1) C=C1C(=O)O[C@H]2[C@H]1[C@H](OC(=O)CC(=O)O[C@@H]1C[C@@H](C)[C@@H]3C=CC(=O)[C@@]3(C)[C@H]3OC(=O)C(=C)[C@H]13)C[C@@H](C)[C@H]1C=CC(=O)[C@]12C
2) CCCCn1c(O)c(C(=O)/C=C/c2c[nH]c3ccccc23)c(=O)[nH]c1=O
3) O=c1[nH]c(=S)n(-c2ccccc2)c(O)c1C=NCc1ccccn1
4) O=C1NC(=O)N(c2ccc3c(c2)OCO3)C(=O)/C1=C\c1ccsc1
5) CCN(CC)c1ccc(N=Cc2c(O)n(Cc3ccco3)c(=O)[nH]c2=O)cc1
6) COc1ccc(OC)c(CN2CCCC(C(=O)c3sccc3C)C2)c1 (stereo not given)

Screen / compound no.	1	2	3	4	5	6
Pf gametocyte	-30.3	0.7	10.6	-11.6	-12.4	-8.0
Avidin fluor	8	6	9	5	10	7

7) C=CCn1c(O)c(C=Nc2c(C)n(C)n(-c3ccccc3)c2=O)c(=O)[nH]c1=O
8) COc1ccc(C2CC(c3c(O)n(CCc4ccccc4)c(=O)[nH]c3=O)=NN2)cc1OC (stereo not given)
9) COc1cccc(CN2CCCC(C(=O)c3ccccc3SC)C2)c1O (stereo not given)
10) COc1ccc(-n2c(O)c(/C(C)=N/Nc3ccccc3)c(=O)[nH]c2=O)cc1
11) C/C(=N\N1CCCCCC1)c1c(O)n(-c2ccccc2C)c(=O)[nH]c1=O
12) CCOP(=O)(OCC)C(NC(=O)c1cccc([N+](=O)[O-])c1)C(Cl)(Cl)Cl (stereo not given)

Screen / compound no.	7	8	9	10	11	12
Pf gametocyte	9.8	5.8	1.6	-5.3	-7.5	-4.6
Avidin fluor	8	6	8	6	5	4

Random excerpt: 3 compounds from above.
8) COc1ccc(C2CC(c3c(O)n(CCc4ccccc4)c(=O)[nH]c3=O)=NN2)cc1OC (stereo not given)
10) COc1ccc(-n2c(O)c(/C(C)=N/Nc3ccccc3)c(=O)[nH]c2=O)cc1
3) O=c1[nH]c(=S)n(-c2ccccc2)c(O)c1C=NCc1ccccn1

Screen / compound no.	8	10	3
Pf gametocyte	5.8	-5.3	10.6
Avidin fluor	6	6	9

Next results follow:
13) CCNC(=S)N(C)CCc1cc2c(c(OC)c1C=C1C(=O)N(C)C(=O)N(C)C1=O)OCO2
14) CC(=O)OC1N=C(c2ccccc2Cl)c2cc(Br)ccc2N(C)C1=O (stereo not given)
15) Cc1cc(C=C2C(=O)NC(=O)NC2=O)c(C)n1-c1cccnc1
16) C=CCn1c(O)c(C=NCCCn2ccnc2)c(=O)[nH]c1=O
17) CCn1c(O)c(C=NCCN2CCOCC2)c(=O)n(CC)c1=S
18) COc1ccc(CN2C(=O)NC(=O)/C(=C/c3ccc([N+](=O)[O-])s3)C2=O)cc1

Screen / compound no.	13	14	15	16	17	18
Pf gametocyte	-5.3	7.0	0.4	-11.5	-12.7	13.5
Avidin fluor	9	5	15	5	7	7

19) Cn1c(O)c(C=Nc2ccccc2-c2ccccc2)c(=O)n(C)c1=O
20) O=C(Nc1ccc(C(F)(F)F)cc1)OC1CN2CCC1CC2 (stereo not given)
21) O=S(=O)(c1ccc(Cl)cc1Cl)N1CCCC1c1cccnc1 (stereo not given)
22) N=C1c2ccccc2CN1c1ccc(F)c([N+](=O)[O-])c1
23) CC[N+](C)(CC)CCCCOc1ccc2c(c1)C(=O)c1cc(OCCCC[N+](C)(CC)CC)ccc1-2
24) C=CCn1c(O)c(C(CC)=Nc2ccc(N(C)C)cc2)c(=O)[nH]c1=O

Screen / compound no.	19	20	21	22	23	24
Pf gametocyte	3.6	-0.5	0.9	8.9	-16.2	-10.6
Avidin fluor	6	3	6	9	8	5

Reprinted, entries 18 to 21
18) COc1ccc(CN2C(=O)NC(=O)/C(=C/c3ccc([N+](=O)[O-])s3)C2=O)cc1
19) Cn1c(O)c(C=Nc2ccccc2-c2ccccc2)c(=O)n(C)c1=O
20) O=C(Nc1ccc(C(F)(F)F)cc1)OC1CN2CCC1CC2 (stereo not given)
21) O=S(=O)(c1ccc(Cl)cc1Cl)N1CCCC1c1cccnc1 (stereo not given)

Screen / compound no.	18	19	20	21
Pf gametocyte	13.5	3.6	-0.5	0.9
Avidin fluor	7	6	3	6

(further entries)
25) O=C(CCC(=O)N1CCC2(CC1)OCCO2)Nc1nnc(C2CCCCC2)s1
26) C=CCn1c(O)c(/C(CC)=N/NC(=S)Nc2ccccc2)c(=O)[nH]c1=O
27) CC12CC[C@H]3[C@@H](CCC4(O)C[C@H](O)CCC34/C=N/NC(=O)Cc3ccccc3)C1(O)CCC2C1=CC(=O)OC1 (stereo not given in full)
28) Cc1cc(C(=O)Nc2ccccc2)nn1C(C)(C)C
29) COc1cc(C(=O)N/N=C/C23CC[C@@H](O)CC2(O)CC[C@@H]2[C@@H]3CCC3(C)C(C4=CC(=O)OC4)CCC23O)ccc1O (stereo not given in full)
30) CCC(=NCC1CCCO1)c1c(O)n(-c2ccccc2C)c(=O)[nH]c1=O (stereo not given)

Screen / compound no.	25	26	27	28	29	30
Pf gametocyte	-22.2	0.4	-12.2	22.3	3.8	-3.6
Avidin fluor	6	3	8	10	5	6

31) CCC(=O)N1N=C(c2c(O)n(CCc3ccccc3)c(=O)[nH]c2=O)CC1c1ccc(OC)c(OC)c1 (stereo not given)
32) CC1(C)C2([N+](=O)[O-])CN3CC1([N+](=O)[O-])CN(C2)C3c1ccccn1 (stereo not given)
33) O=C(Nc1cccc(Cl)c1)OC1CN2CCC1CC2 (stereo not given)
34) CN1CCN(C(=O)Cc2ccccc2)CC1
35) O=c1[nH]c(=O)n(Cc2ccco2)c(O)c1C=NCCN1CCNCC1
36) COc1ccc(OC)c(N=Cc2c(O)n(Cc3ccccc3)c(=S)[nH]c2=O)c1

Screen / compound no.	31	32	33	34	35	36
Pf gametocyte	-5.0	-22.7	-35.7	6.5	-16.9	-0.3
Avidin fluor	7	7	3	8	6	7

37) O=c1[nH]c(=S)[nH]c(O)c1N=Nc1cccc(S(=O)(=O)N2CCOCC2)c1
38) Cc1ccc(N2C(=O)NC(=O)/C(=C\C=C\c3ccco3)C2=O)cc1
39) O=c1[nH]c(=S)n(-c2ccc(F)cc2)c(O)c1/C=N/N1CCOCC1
40) COc1ccc(Cn2c(O)c(/C=N/NC(=O)c3ccncc3)c(=O)[nH]c2=O)cc1
41) CCCCn1nc(C)c(C(=O)O)c1Cl
42) CCC(=NCc1cccnc1)c1c(O)n(-c2ccc(C)cc2)c(=O)[nH]c1=O

Screen / compound no.	37	38	39	40	41	42
Pf gametocyte	-27.8	5.1	-6.7	6.0	3.0	-76.5
Avidin fluor	3	10	9	3	10	6

43) O=c1c2ccccc2nc(/C=C\c2ccccc2[N+](=O)[O-])n1-c1ccccc1O
44) NC(Cc1ccccc1)c1nc(-c2ccccc2)no1 (stereo not given)
45) CC(C)Cc1nc(N2CCNCC2)c(C#N)c2c1CCC2
46) O=C(COc1ccc(Cl)cc1)N(c1ccccc1Cl)C1CN2CCC1CC2 (stereo not given)
47) Nc1c(C(=O)NCCN2CCOCC2)c2nc3ccccc3nc2n1Cc1ccccc1
48) O=C(CN1CCCCC1)c1ccc2c(c1)OCO2

Screen / compound no.	43	44	45	46	47	48
Pf gametocyte	-5.4	1.3	3.6	0.0	8.6	8.9
Avidin fluor	4	8	6	6	3	8

Grouped by structure, those above with fluorine (three)
20) O=C(Nc1ccc(C(F)(F)F)cc1)OC1CN2CCC1CC2 (stereo not given)
22) N=C1c2ccccc2CN1c1ccc(F)c([N+](=O)[O-])c1
39) O=c1[nH]c(=S)n(-c2ccc(F)cc2)c(O)c1/C=N/N1CCOCC1

Screen / compound no.	20	22	39
Pf gametocyte	-0.5	8.9	-6.7
Avidin fluor	3	9	9

Remaining list, next part
49) C/C(CC(c1ccccc1)c1c(O)c2ccccc2oc1=O)=N\Nc1ccc([N+](=O)[O-])cc1[N+](=O)[O-] (stereo not given)
50) CC(C)c1ccc(N=Cc2c(O)n(C3CC3)c(=S)[nH]c2=O)cc1
51) CN1CCN(/N=C/c2c(O)n(Cc3ccc(F)cc3)c(=O)[nH]c2=O)CC1
52) C/C(=N\NC(=O)c1ccncc1)c1c(O)n(-c2ccccc2)c(=O)[nH]c1=O
53) CN1CCN2c3ccc(N)cc3CC3(C(=O)NC(=O)NC3=O)C2C1 (stereo not given)
54) O=c1[nH]c(O)c(C=NCCc2ccccc2)c(=O)[nH]1

Screen / compound no.	49	50	51	52	53	54
Pf gametocyte	0.8	-8.7	-1.6	-14.2	-8.9	-2.1
Avidin fluor	8	9	5	3	7	8

Four of these compounds in a different format:
49	C/C(CC(c1ccccc1)c1c(O)c2ccccc2oc1=O)=N\Nc1ccc([N+](=O)[O-])cc1[N+](=O)[O-] (stereo not given)
  Pf gametocyte = 0.8 | Avidin fluor = 8

50	CC(C)c1ccc(N=Cc2c(O)n(C3CC3)c(=S)[nH]c2=O)cc1
  Pf gametocyte = -8.7 | Avidin fluor = 9

51	CN1CCN(/N=C/c2c(O)n(Cc3ccc(F)cc3)c(=O)[nH]c2=O)CC1
  Pf gametocyte = -1.6 | Avidin fluor = 5

52	C/C(=N\NC(=O)c1ccncc1)c1c(O)n(-c2ccccc2)c(=O)[nH]c1=O
  Pf gametocyte = -14.2 | Avidin fluor = 3

New compounds follow
55) CC/C(=N\NC(=O)Nc1ccccc1)c1c(O)n(Cc2ccccc2)c(=O)[nH]c1=O
56) OC(c1ccccc1)(c1ccc(Cl)cc1)C1CN2CCC1CC2 (stereo not given)
57) CC(=NCCN1CCCCC1)c1c(O)n(-c2ccccc2)c(=O)[nH]c1=O
58) O=P1(Oc2ccccc2)OCCCS1 (stereo not given)
59) C/C(=N\Nc1ccccc1)c1c(O)n(-c2ccccc2)c(=O)[nH]c1=O
60) O=c1[nH]c(=S)n(CCC2=CCCCC2)c(O)c1/C=N/N1CCOCC1

Screen / compound no.	55	56	57	58	59	60
Pf gametocyte	-12.0	0.5	7.9	-5.6	10.9	0.1
Avidin fluor	8	6	7	4	8	7

61) CC(=O)OC1N=C(c2ccccc2Cl)c2cc(Br)ccc2NC1=O (stereo not given)
62) CC(C)Sc1nnc(OC(=O)N(C)C)n1-c1ccccc1
63) CCCCn1c(O)c(/C(C)=N/NC(=O)Nc2ccccc2)c(=O)[nH]c1=O
64) O=C(O)COc1ccccc1/C=C1\C(=O)NC(=O)N(CCC2=CCCCC2)C1=O
65) COc1ccc(-c2nn(CCC#N)cc2C(=O)NCc2ccccc2)cc1
66) C=CCC1(Nc2ccccc2)CC(C)N(C)CC1C (stereo not given)

Screen / compound no.	61	62	63	64	65	66
Pf gametocyte	-1.1	4.1	-14.6	16.9	-1.5	7.4
Avidin fluor	7	9	4	9	9	5

67) CCOc1ccc(N2C(=O)NC(=O)/C(=C\c3ccccc3[N+](=O)[O-])C2=O)cc1
68) O=c1[nH]c(=O)n(CCC2=CCCCC2)c(O)c1/C=N/N1CCOCC1
69) C=CCN1C(=O)NC(=O)/C(=C/c2ccc(OC)c(COc3ccc(NC(C)=O)cc3)c2)C1=O
70) C=CCn1c(O)c(/C=C2\C=Nc3ccccc32)c(=O)[nH]c1=O
71) O=C1NC(=O)C(=Cc2ccc(-c3ccccc3[N+](=O)[O-])o2)C(=O)N1
72) CC(=O)c1cc(C(C)=O)c(C)[n+](C)c1C
73) CC(=NCCCO)c1c(O)[nH]c(=O)[nH]c1=O
74) C=C1C(=O)O[C@H]2C[C@@H](C)[C@@H]3C=CC(=O)[C@@]3(C)C[C@H]12
75) CCOP(=S)(OCC)Oc1cc(C)oc(=O)c1Cl

Screen / compound no.	67	68	69	70	71	72	73	74	75
Pf gametocyte	3.0	-14.4	25.0	14.8	2.2	-6.9	-12.5	8.8	-1.6
Avidin fluor	7	7	10	3	6	6	6	10	6
